MOR-DOR ag: agonists of OPRM1-OPRD1 heterodimerization, primary screen, cell-based, luminescence. Mu-type opioid receptor (Homo sapiens) + Delta-type opioid receptor (Homo sapiens), …. cells. activation, % at 9.3 µM. 340,000 compounds, 0.3% hits; in the data active = activation above about 18%;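 also: 0% = vehicle-treated cells and 100% = reference agonist; values of inactives mirror those of a sister screen read the other way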
HTR5A inv ctr: HTR5A inverse agonists in luminescence cell assay, primary screen, counter-screen for OPRM1-OPRD1 heterodimer inverse agonist project, full-deck HTS; HTR5A cell line, inverse agonism; inhibition, % at 9.3 µM; 340,000 compounds, 0.083% hits; in the data active = inhibition mostly above about 23%, no sharp cut-off; inactive = mostly below about 18%;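 also: 0% = cells with DMSO and 100% = no-cell wells with DMSO; some compounds called inactive have numbers as strong as hits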
HTR5A ag ctr: HTR5A agonists in luminescence cell assay, primary screen, counter-screen for OPRM1-OPRD1 heterodimer agonist project, full-deck HTS | cell-based | activation, % at 9.3 µM | 340,000 compounds, 0.61% hits; in the data active = activation mostly above about 9.5%, no sharp cut-off; inactive = mostly below about 7.6%;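 also: 0% = cells with vehicle only and 100% = reference agonist; strong numbers were not always called active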
phage Ecoli inh: growth loss of phage-infected E. coli, primary screen, RecBCD inhibitor project, absorbance, with phage, HTS | 360,000 compounds, 0.26% hits | inhibition, % at 11.9 µM | AID 651602, 2012; in the data active = inhibition above about 11%
AddAB inh: growth inhibition of E. coli expressing H. pylori AddAB, primary screen, AddAB inhibitor project, absorbance; inhibition, % at 11.9 µM; 330,000 compounds, 0.29% hits; AID 435030, 2010; in the data active = inhibition above about 12%;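 also: 0% = vehicle wells of infected cells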
PKA-R1A act: activators of PKA-R1A holoenzyme, primary screen, biochemical, fluorescence polarization, Cy5-IP20, bovine R1A, mouse PKAc. activation, % at 11.4 µM. 340,000 compounds, 0.083% hits. cAMP-dependent protein kinase type I-alpha regulatory subunit (Bos taurus) + …. PKA-R1A dissociation; scaled: DMSO 0%, 113 µM cGMP 100%;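 active = percent activation above the mean of all tested compounds plus 3 SD, cut at about 19% in these data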;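 also: higher means more PKAc released from R1A so a rise in polarization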
Pemphigus Ab inh: inhibitors of pemphigus antibody binding to DSG3, primary screen, biochemical, bead-based, flow cytometry, scFv-GFP; Desmoglein-3 (Homo sapiens), P32926; DSG3-coupled beads, scFv-anti-DSG3-GFP binding; hits give low values; binding (percent of control), % at 10 µM; 310,000 compounds, 0.48% hits; AID 588358, 2011;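 active = binding more than 3 SD below its plate's average and above zero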;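 also: hits lower antibody fragment binding to DSG3; some compounds called inactive have numbers as strong as hits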
Target sequence (P32926 whole entry, looked up, the tested form may be a part): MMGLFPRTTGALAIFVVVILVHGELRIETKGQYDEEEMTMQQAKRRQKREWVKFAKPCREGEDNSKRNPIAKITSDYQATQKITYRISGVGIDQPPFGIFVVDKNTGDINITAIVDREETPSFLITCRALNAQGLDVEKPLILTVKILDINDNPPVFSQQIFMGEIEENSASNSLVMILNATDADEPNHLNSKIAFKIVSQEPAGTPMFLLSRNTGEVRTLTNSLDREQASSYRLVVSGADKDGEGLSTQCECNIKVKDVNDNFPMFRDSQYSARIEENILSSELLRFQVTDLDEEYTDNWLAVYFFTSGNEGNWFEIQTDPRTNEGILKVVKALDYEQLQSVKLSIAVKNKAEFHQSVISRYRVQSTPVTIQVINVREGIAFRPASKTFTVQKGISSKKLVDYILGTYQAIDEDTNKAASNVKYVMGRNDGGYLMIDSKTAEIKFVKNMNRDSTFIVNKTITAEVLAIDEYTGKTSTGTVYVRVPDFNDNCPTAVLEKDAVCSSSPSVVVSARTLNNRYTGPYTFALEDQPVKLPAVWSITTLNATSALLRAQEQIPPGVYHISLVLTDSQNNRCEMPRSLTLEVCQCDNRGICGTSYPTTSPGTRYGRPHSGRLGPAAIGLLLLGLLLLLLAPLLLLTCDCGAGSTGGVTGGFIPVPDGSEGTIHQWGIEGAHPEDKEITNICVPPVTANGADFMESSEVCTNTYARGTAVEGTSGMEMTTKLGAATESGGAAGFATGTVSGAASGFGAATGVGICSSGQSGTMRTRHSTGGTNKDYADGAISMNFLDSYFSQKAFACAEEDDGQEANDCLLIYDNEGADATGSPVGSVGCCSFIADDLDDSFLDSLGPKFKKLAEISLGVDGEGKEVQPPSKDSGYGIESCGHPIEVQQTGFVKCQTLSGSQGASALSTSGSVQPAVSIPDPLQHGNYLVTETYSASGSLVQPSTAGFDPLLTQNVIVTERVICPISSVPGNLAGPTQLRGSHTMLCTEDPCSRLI
PfHsp90 set2: growth inhibition of PfHsp90-expressing yeast, primary screen, antimalarial PfHsp90 inhibitor project, S. cerevisiae, BacTiter-Glo luminescence, single point, set 2; BacTiter-Glo ATP, 48 h; yeast lacking PDR1 and PDR3 efflux regulators; inhibition, % at 9.4 µM; 310,000 compounds, 0.32% hits;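 active = every replicate shows inhibition above about 80%, whatever the replicate mean, limit read from the data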;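 also: 0% = DMSO neutral controls and 100% = 20 µM radicicol positive controls; yeast relying on Plasmodium falciparum Hsp90 in place of its own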
E coli growth: E. coli V3065 growth inhibition, primary screen, counter-screen for AddAB inhibitor project, absorbance, OD600; 330,000 compounds, 0.27% hits; inhibition, % at 11.9 µM; 18 h; AID 449728, 2010;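 active = inhibition above the campaign's mean inhibition across all tested compounds plus 3 SD, cut at about 9.9% in these data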;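 also: uninfected addAB+ strain grown without phage in ampicillin broth; 0% = DMSO wells and 100% = ciprofloxacin 0.95 µg/ml wells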
SUMO Mot1 rescue: yeast Mot1-301 growth rescue at high temperature, primary screen, SUMOylation pathway inhibitor project, S. cerevisiae, ATP luminescence, 38.5C. S. cerevisiae Mot1-301 growth rescue; percent above DMSO median, 100 means doubled. growth rescue, % at 18.8 µM. 320,000 compounds, 1% hits;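 active = every valid replicate shows activation above 250% relative to neutral control wells; inactive = the rest, any valid replicate at or below 250%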;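 also: OY570 slx delta 5 strain wells were the positive control but not used for scaling; some compounds called inactive have numbers as strong as hits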
OPRM1-OPRD1 inv: inverse agonists of MOR-DOR heterodimerization, primary screen, cell-based, luminescence; Mu-type opioid receptor (Homo sapiens) + Delta-type opioid receptor (Homo sapiens), …; cell-based MOR-DOR heterodimer luminescence, inverse agonism; 340,000 compounds, 0.21% hits; inhibition, % at 9.3 µM; in the data active = inhibition above about 22%, passing the limit was not always enough;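 also: 0% = cells with DMSO and 100% = wells without cells with DMSO; values of inactives mirror those of a sister screen read the other way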
* hit, by the source's call; x = no result given.

SMILES	MOR-DOR ag	HTR5A inv ctr	HTR5A ag ctr	phage Ecoli inh	AddAB inh	PKA-R1A act	Pemphigus Ab inh	PfHsp90 set2	E coli growth	SUMO Mot1 rescue	OPRM1-OPRD1 inv
COCCn1c(=O)[nH]c2cc(C(=O)N3CCN(c4cc(C)ccc4C)CC3)ccc2c1=O	-0.1	3	5	1.2	4.2	8	94	-3	-0.1	-4	1
COc1ccc(CN2CCN(S(=O)(=O)c3ccccc3)CC2)c(OC)c1OC	-1.3	12	-6	-4.1	-0.9	-17	114	3	0.7	0	7
CCN(C(=O)CSc1cc(C)c2cccc(C)c2n1)C1CCS(=O)(=O)C1 (configuration not stated)	-3.1	-3	1	3.5	-2.6	-4	101	-1	-0.5	-23	14
CCc1n[nH]c(=S)n1/N=C/c1ccc(N(CC)CC)cc1	7.7	23	-1	0.2	1.0	-3	x	-2	1.6	6	-35
O=C(CN1CCN(c2ccc(F)cc2)CC1)Nc1ccccc1	0.9	3	-1	3.1	-0.4	-8	96	-16	0.8	-6	-4
CCc1ccc(C(=O)C(C)OC(=O)c2cccc(S(=O)(=O)N3CCOCC3)c2)cc1 (configuration not stated)	-0.2	-7	-1	0.9	-0.3	-2	94	-12	0.1	-26	1
Fc1cc(Br)ccc1COc1ccc(-c2nnco2)cc1	-3.0	-4	2	1.4	-0.4	7	70	-3	-1.3	21	16
O=C(NC(=S)NCCc1ccccn1)c1ccccc1	-3.0	1	0	1.1	1.9	-3	101	-7	-0.8	-16	17
Cc1ccc(NC(=O)c2cc(N3CCOCC3)nc3ccccc23)cc1	3.1	-45	8	2.0	1.9	5	98	7	0.2	124	-16
O=C(Nc1ccc(S(=O)(=O)Nc2nccs2)cc1)c1cc(-c2ccncc2)nc2ccccc12	-2.1	20	5	-0.3	-1.4	0	85	-43	-1.3	-15	11
O=C(NCCSc1ccccn1)c1ccc(Cl)cc1Cl	-2.2	2	-1	0.8	0.6	6	101	-15	0.0	-3	11
CCC(=O)Nc1c(C#N)c2nc3ccccc3nc2n1C1CCCCC1	0.1	-4	3	1.5	-0.9	-6	101	13	0.6	-18	-1
COCCn1nnnc1CN(Cc1ccco1)Cc1cc2cc3c(cc2[nH]c1=O)OCO3	-0.6	0	-1	2.0	0.8	-1	104	-6	1.9	6	3
Nc1c(C(=O)NC2CC2)c2nc3ccccc3nc2n1-c1ccc2c(c1)OCO2	5.6	28	-12	0.8	3.0	-6	x	26	-1.1	5	-23
CC(=O)c1cccc(NC(=O)C2CCCN2S(=O)(=O)c2cccc3nsnc23)c1 (configuration not stated)	0.5	-13	4	0.7	-0.7	-3	97	7	-2.7	-14	-3
Cc1ccc(-n2c(-c3ccccc3)c[n+]3c2CCc2ccccc2-3)c(C)c1	-0.3	-4	-3	4.1	0.8	1	130	x	0.8	35	1
Nc1nc(Nc2ccccc2F)nc(NC2CCCCC2)c1[N+](=O)[O-]	0.5	-4	1	0.7	-0.4	1	102	-17	-0.9	-22	-2
O=C(COC(=O)c1ccc(O)cc1)Nc1ccc(S(=O)(=O)N2CCCC2)cc1	-0.7	21	-9	0.3	3.5	6	110	-8	1.0	-6	3
O=C(N/N=C/c1ccco1)C12CC3CC(CC(C3)C1)C2	-1.0	-3	1	3.8	0.3	-3	100	-3	-4.4	9	6
CC(C)Cc1nnc(NC(=O)CSc2nc(O)c(Cc3ccccc3)c(=O)[nH]2)s1	-1.3	9	-3	2.6	5.0	-4	98	5	-0.2	25	7
O=C(COC(=O)C1=COCCO1)Nc1cc(Cl)c(Cl)cc1Cl	-5.5	3	-1	-0.3	-0.5	-6	103	-14	-0.8	9	22
CCOC(=O)c1ccc(COC(=O)CCc2nc3ccccc3[nH]c2=O)o1	-0.3	12	-4	2.8	0.2	2	x	10	0.5	27	1
CCCN1CN=C(NS(=O)(=O)c2ccc(C)cc2)NC1	-3.6	-10	3	4.5	0.3	0	102	-5	1.8	-6	19
COc1ccc(C(=O)NC(=S)N(C)C2CCCCC2)cc1	0.3	-14	2	0.2	x	0	111	-2	x	18	-2
Cc1nn(-c2ccc(F)cc2)c(C)c1/C=C/C(=O)N1CCNC(=O)C1	2.4	-6	2	3.5	2.1	-3	105	12	3.0	5	-13
CCOc1ccc(CCN2C(=S)N([C@@H](CC(C)C)CN3CCCC3CN3C(=S)NC[C@@H]3Cc3ccc(O)cc3)C[C@@H]2Cc2ccccc2)cc1 (some centres not stated)	0.0	-8	2	2.8	x	-6	99	-2	x	x	0
Cc1cc2c(cc1C)NC1(C(=O)Nc3ccccc31)C1=C(CC(C)(C)CC1=O)N2 (configuration not stated)	-1.7	12	-3	2.8	2.9	-4	x	-42	-0.5	754	8
COc1ccc(N2CCN(C(=O)CN3C(=O)C4CC=CCC4C3=O)CC2)cc1 (configuration not stated)	-1.6	-1	1	5.2	2.1	-4	102	0	-1.8	-13	8
COc1ccc(-c2ccc(C#N)c(SCC(=O)NCCc3ccccc3)n2)cc1OC	2.8	10	-4	x	2.4	-12	87	x	-1.1	19	-20
CCn1ccnc1C(O)c1cccc(OC)c1 (configuration not stated)	-3.2	-30	11	2.3	1.8	-3	99	5	-2.0	9	19
O=C(NCc1cccnc1)c1cc([N+](=O)[O-])ccc1N1CCOCC1	-0.3	-8	3	1.4	-1.3	-14	98	-26	-2.0	15	2
Fc1ccccc1Cc1noc(CN2CCC(OCc3cccnc3)CC2)n1	x	x	x	5.4	5.0	x	102	10	3.8	0	x
COc1ccc(C(=O)/C=C2/C(=O)Nc3ccccc32)c(OC)c1	-0.9	1	0	0.5	-0.1	0	91	-14	-3.6	258	5
CC(C)(C)NC(=O)c1cccc(NC(=O)c2ccc(NC(=O)c3ccco3)cc2)c1	3.2	21	-8	-0.5	-0.8	-12	98	-1	0.7	-11	-20
O=C(Nc1ccccc1OCc1ccccc1)c1ccccc1Br	-2.6	-1	0	1.8	2.3	-6	120	1	1.5	-2	13
c1ccc(CCNCCOc2ccccc2)cc1	-2.3	-26	7	1.2	5.0	-1	98	-1	1.2	2	11
CCC1=CC(c2ccccc2)n2ncnc2N1 (configuration not stated)	-0.8	-10	1	0.3	2.4	-5	91	1	0.7	-37	5
COc1ccc(C(CNC(=O)COc2ccccc2C)N2CCOCC2)cc1 (configuration not stated)	-0.4	28	3	-0.5	2.1	-5	117	x	1.0	-14	2
CCCCCN=CC1=C(O)CC(c2ccccc2)CC1=O (configuration not stated)	-2.7	3	-1	1.4	0.3	-4	101	8	-2.4	6	15
CCCCCCSc1nsc(NC(C)=O)n1	3.9	-9	-2	2.4	-1.9	-1	105	3	1.9	-11	-22
CCOCCn1c(CN2CCN(C)CC2)nc2c1c(=O)n(C)c(=O)n2C	-0.4	-4	1	3.1	0.3	-2	98	-6	0.1	-6	2
CC(=O)c1ccc(NC(=O)c2cnn3c(C(F)F)cc(C4CC4)nc23)cc1	-1.7	-8	4	1.2	1.5	-3	x	7	0.6	48	11
COC(=O)C1=C(C)N(C)C(C)=C(C(=O)OC)C1c1ccccc1C	-0.1	11	-4	4.4	0.7	7	105	12	1.6	-13	1
COc1ccc2c(c1OC)C(=O)N(c1ccc(OCc3ccccc3)cc1)C2=O	-1.7	4	-1	-0.4	-0.7	-12	101	1	-0.6	6	8
O=C(c1ccccc1)n1c(=O)cc[nH]c1=O	-2.1	-28	-3	0.1	3.4	-7	104	5	2.2	-26	12
CCCNC(=O)CSc1n[nH]c(=O)n1CCc1ccccc1	-2.1	-2	1	2.4	1.7	10	96	7	0.8	-9	9
NC(=O)C1CCN(C(=O)C2CCN(S(=O)(=O)c3ccccc3)CC2)CC1	-2.8	6	-1	1.2	1.4	-1	106	-41	-0.6	126	15
COc1ccc(/C=C/C(=O)Nc2ccccc2C(F)(F)F)cc1OC	-1.6	6	-2	1.8	-0.5	-6	70	-2	-0.3	-21	8
O=C(COc1ccc(Cl)cc1Cl)NC(=S)Nc1ccc(CN2CCOCC2)cc1	x	x	x	1.0	-0.4	x	106	x	-0.4	-5	x
COc1cc2c(cc1O)C(Cc1ccc(O)cc1)NCC2 (configuration not stated)	3.7	9	-4	2.3	5.3	-6	108	-10	2.1	13	-21
O=C(CC(=O)c1ccccc1)Nc1cccnc1Cl	-1.4	-5	0	2.8	0.2	-4	94	-29	-1.7	-2	10
CC1=CC(c2ccc(Cl)cc2)n2ncnc2N1 (configuration not stated)	-2.8	-4	2	1.4	2.5	3	107	x	-0.7	34	16
CSc1nc2ccc(Nc3nc(N4CCOCC4)nc(N4CCOCC4)n3)cc2s1	-1.9	8	2	-0.2	-0.1	5	110	x	-0.1	-3	8
COc1cc(NC(=O)c2ccccc2[N+](=O)[O-])ccc1NC(=O)c1cc2ccccc2o1	-0.8	18	-2	2.4	0.8	-6	x	-13	-3.1	36	4
CN1CCN(C(=O)c2cc([N+](=O)[O-])cc([N+](=O)[O-])c2)CC1	6.0	-27	7	2.8	4.8	5	110	-2	0.5	6	-29
CCCCN(CC)CCNC(=O)c1cc2c(=O)[nH]c3ccc(C)cc3c2s1	3.8	-12	3	1.2	1.9	-2	113	5	-1.7	-13	-18
CCS(=O)(=O)N1CCN(c2ccc([N+](=O)[O-])c(NC(C)c3ccccc3)c2)CC1 (configuration not stated)	-2.8	4	-1	1.6	0.8	-9	x	26	-2.2	-3	12
COC(=O)c1c(NC(=O)COc2ncnc3ccccc23)sc(C)c1C	-0.9	27	2	3.7	3.2	-9	98	-1	0.3	-20	5
CCCc1ccc(OCc2ccc(C(=O)O)o2)c(OC)c1	-2.7	-24	-1	1.9	-0.7	-4	102	7	-1.7	8	15
COC(=O)C1=C(C)N(C)C(=O)NC1c1c(O)ccc2ccccc12 (configuration not stated)	-3.6	20	-4	-0.8	1.0	-5	95	3	-0.9	0	18
CCn1c(=O)cc(OCC(=O)Nc2ccc(OC)c(OC)c2)c2ccccc21	-2.1	12	1	5.8	2.0	5	87	-4	-0.2	-1	11
O=C(CSc1nccn(-c2ccc(F)c(F)c2)c1=O)NC1CCCC1	-4.3	21	3	2.3	x	-12	104	38	x	x	21

Bioassay records: PubChem, several laboratories
